Source: PubChem (Sanford-Burnham Center for Chemical Genomics)
APJ ag: agonists of human apelin receptor APJ, primary screen, CHO-K1 cells, PathHunter beta-arrestin, luminescence | P35414 | 0% DMSO wells, 100% apelin | activation, % at 20 µM | actives 0.11% (n = 330,000);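 active = activation more than six SD over the plate average, tested at 20 µM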;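 also: 0% = DMSO alone and 100% = apelin-13 at 10 nM; some results filed as inactive read as strong as hits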
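Assay system: CHO-K1 APJ beta-arrestin complementation cell line / Compound: single test compound dose, 20 µM final, 1% DMSO / Times: overnight seeding, 90 min compound at 25 °C, 1 h detection / Technique: beta-gal luminescence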
NR3A LBD binder: binders of NR3A ligand-binding domain, primary screen, biophysical, differential scanning fluorimetry, uHTS | Tm shift relative to glycine control, % at 25 µM | actives 2.5% (n = 340,000) | Glutamate receptor ionotropic, NMDA 3A (GRIN3A) ligand-binding domain | NR3A LBD differential scanning fluorimetry, Tm shift; 0% = protein alone, 100% = glycine-bound protein | AID 1259313, 2017;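 active = melting temperature shift of at least 10% of the positive control shift, at one fixed dose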
Mdm2-MdmX inh: inhibitors of human Mdm2-MdmX association, primary screen, cell-based, luminescence, split luciferase, SaOS-2, uHTS; Protein Mdm4 (Homo sapiens) + E3 ubiquitin-protein ligase Mdm2 (Homo sapiens), …; SaOS-2 split-luciferase Mdm2/MdmX complementation; inhibition, % at 8 µM; actives 3% (n = 330,000);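 active = inhibition of at least 50% at 8 µM in the primary screen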
Target sequence (O15151 whole entry, looked up): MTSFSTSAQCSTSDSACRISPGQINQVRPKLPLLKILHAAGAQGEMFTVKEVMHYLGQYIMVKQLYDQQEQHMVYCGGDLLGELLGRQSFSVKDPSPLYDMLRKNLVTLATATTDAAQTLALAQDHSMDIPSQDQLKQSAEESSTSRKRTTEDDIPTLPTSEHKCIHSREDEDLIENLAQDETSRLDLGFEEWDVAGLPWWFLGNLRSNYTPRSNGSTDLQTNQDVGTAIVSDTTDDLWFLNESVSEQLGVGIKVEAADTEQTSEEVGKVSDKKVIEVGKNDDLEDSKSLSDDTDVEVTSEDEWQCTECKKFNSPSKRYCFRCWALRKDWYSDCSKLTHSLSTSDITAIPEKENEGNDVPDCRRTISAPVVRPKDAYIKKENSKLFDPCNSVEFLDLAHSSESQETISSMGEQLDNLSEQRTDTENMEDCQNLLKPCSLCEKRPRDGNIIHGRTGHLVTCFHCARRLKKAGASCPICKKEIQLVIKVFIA
Target sequence (Q00987 whole entry, looked up): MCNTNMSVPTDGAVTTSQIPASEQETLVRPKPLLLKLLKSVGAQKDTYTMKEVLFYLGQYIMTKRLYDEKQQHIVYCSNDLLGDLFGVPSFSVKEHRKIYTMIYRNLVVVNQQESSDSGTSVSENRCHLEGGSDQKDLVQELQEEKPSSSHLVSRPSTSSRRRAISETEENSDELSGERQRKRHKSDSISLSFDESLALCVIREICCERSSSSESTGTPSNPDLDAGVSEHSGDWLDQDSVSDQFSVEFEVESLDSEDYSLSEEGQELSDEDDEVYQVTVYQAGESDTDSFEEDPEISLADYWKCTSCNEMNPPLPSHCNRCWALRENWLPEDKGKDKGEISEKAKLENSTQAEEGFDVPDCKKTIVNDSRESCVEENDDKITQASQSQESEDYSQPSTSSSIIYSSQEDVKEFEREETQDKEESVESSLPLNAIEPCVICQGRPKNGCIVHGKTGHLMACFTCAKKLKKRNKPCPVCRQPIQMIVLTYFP
UPR XBP1 act: activators of adaptive XBP1 UPR arm, primary screen, cell-based, CHO-XBP1 luciferase reporter, luminescence, uHTS. actives 0.33% (n = 330,000). activation, % at 20 µM. IRE1-XBP1 UPR activation; percent of tunicamycin response, DMSO as zero;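 active = versus positive control, 20 µM dose yields 30% or more activation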;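 also: 100% = tunicamycin at 10 µg/mL and 0% = DMSO only wells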
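Signal: luciferase luminescence; Assay system: CHO-XBP1 luciferase reporter cells; Amount: one thousand reporter cells per well; Dosing: 20 µM single concentration, DMSO 1%; Benchmarks: high control tunicamycin 10 µg/mL final, low control DMSO vehicle only; Schedule: 6 h compound exposure at 37 °C, 5% CO2; Evaluation: percent activation relative to tunicamycin reference.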
CHOP UPR activ: activators of apoptotic CHOP UPR arm, primary screen, cell-based, CHO-CHOP luciferase reporter, luminescence, uHTS. UPR activation; percent of tunicamycin response over DMSO baseline. actives 0.34% (n = 330,000). activation, % at 10 µM;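 active = at 10 µM dose, activation of 40% or more, normalized to positive control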;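 also: 100% = tunicamycin at 10 µg/mL and 0% = DMSO alone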
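measured by = luciferase luminescence | assay system = CHO-CHOP cells, stable luciferase reporter of PERK-eIF2a-CHOP signalling | amount = 500 reporter cells seeded per well | timing = 6 h compound exposure at 37 °C after overnight seeding | controls = positive tunicamycin 10 µg/mL, negative DMSO alone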
NALP3 yeast inh: NALP3 inflammasome inhibitors in reconstituted yeast, primary screen, luminescence, uHTS; Yeast reconstituted NLRP3/ASC/caspase-1, beta-gal luminescence, 24 h; inhibition, % at 10 µM; actives 0.39% (n = 330,000);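 active = inhibition of 50% or more; inactive = inhibition below 50%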;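 also: plate controls were induced DMSO wells for no effect and uninduced yeast grown without galactose for full effect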
TIM10 inh: growth inhibitors of isogenic TIM10 control yeast, primary screen, counter-screen for tim10-1 yeast inhibitor project, luminescence, uHTS. S. cerevisiae TIM10 strain growth, BacTiter-Glo luminescence, 24 h. inhibition, % at 10 µM. actives 1.4% (n = 330,000);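 active = inhibition of 40% or more at the single tested concentration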;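 also: wild-type TIM10 isogenic control strain grown at permissive 25 °C; 0% = DMSO yeast wells and 100% = minimal medium wells without yeast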
tim10-1 inh: growth inhibitors of tim10-1 mutant yeast, primary screen, luminescence, uHTS | S. cerevisiae tim10-1 ts strain growth, BacTiter-Glo, 24 h | inhibition, % at 20 µM | actives 2.2% (n = 330,000);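 active = inhibition of at least 40%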;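 also: mutant grown at 25 °C; 0% = DMSO wells with yeast and 100% = wells holding no yeast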
tim23-1 inh: growth inhibitors of tim23-1 mutant yeast, primary screen, luminescence, uHTS. S. cerevisiae tim23-1 growth, BacTiter-Glo luminescence, 24 h. inhibition, % at 20 µM. actives 1.3% (n = 330,000);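 active = growth inhibition of the mutant yeast at or above 50%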;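 also: temperature-sensitive mutant grown at 25 °C; plate controls were DMSO-treated mutant yeast for no effect and medium wells lacking yeast for full effect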
* hit, by the source's call. Not a hit list, and some 8.2% of all compounds hit somewhere here.

SMILES | APJ ag | NR3A LBD binder | Mdm2-MdmX inh | UPR XBP1 act | CHOP UPR activ | NALP3 yeast inh | TIM10 inh | tim10-1 inh | tim23-1 inh
COc1ccc(Cn2nnnc2CN(Cc2cc3ccc(C)cc3[nH]c2=O)C2CCCC2)cc1 | 0 | -4 | 7 | -1 | 0.6 | 13 | 19 | 18 | 22
O=C(NCCNC(=O)c1ccco1)c1ccc(Cl)c(Cl)c1 | -3 | -2 | -1 | -5 | -1.1 | 2 | -12 | -7 | 2
Cc1ccc(C)c(OCC(=O)Nc2nc3ccc([N+](=O)[O-])cc3s2)c1C | -2 | -2 | 24 | 1 | -0.7 | 13 | -6 | 15 | -19
Cc1nnc(SCCn2c(Br)nc3c2c(=O)n(C)c(=O)n3C)s1 | -3 | 6 | 11 | 0 | -1.5 | 9 | -7 | 11 | -5
COc1ccc(NC(=O)NC2CCCCCCC2)cc1 | -5 | 3 | -85 | 1 | 6.0 | 9 | 16 | 24 | 37
O=C(CCN1C(=O)/C(=C\c2ccccc2)SC1=S)NNC(=O)c1ccncc1 | -1 | -1 | -21 | 2 | 1.1 | 19 | -11 | -1 | -10
Cc1ccccc1C(=O)Nc1cccc(-c2ccc3nncn3n2)c1 | -4 | -1 | -9 | 0 | -0.6 | -1 | 9 | 1 | 5
Cc1ccc(CSCC(=O)Nc2ccc(N3CCOCC3)cc2N2CCOCC2)cc1 | -5 | -2 | -9 | -2 | -3.4 | 18 | 30 | 38 | 37
Cc1ccc(-n2c(SCc3nc4ccccc4[nH]3)nnc2-c2ccncc2)cc1 | 0 | -1 | -32 | 1 | 0.5 | 10 | -14 | 19 | 5
Cc1ccc2c(COC(=O)CNC(=O)c3ccccc3)cc(=O)oc2c1 | 5 | 0 | 6 | 3 | 5.0 | 23 | 5 | 17 | 6
CCOC(=O)C1=C(c2ccccc2)NC(=O)NC1c1cc(Br)c(O)c(OC)c1 (centres undefined) | 0 | 2 | 16 | -2 | -1.6 | 16 | 2 | 9 | 10
COc1ccc(OC)c(Nc2nc(-c3ccncc3)nc3ccccc23)c1 | -2 | -2 | 29 | 14 | 4.0 | 1 | 5 | 20 | 19
C/C(Cn1nnc2ccccc21)=N\NC(=O)c1ccc(Br)cc1 | -4 | -1 | -14 | -3 | -1.9 | -3 | 2 | 12 | -10
O=C(Cc1ccc(Br)cc1)NNC(=O)c1cccs1 | -1 | -1 | -26 | 3 | 1.1 | 2 | -5 | -26 | -3
C=C(C)C1CC=C(C)/C(=N/NC(=O)c2ccccc2[N+](=O)[O-])C1 (centres undefined) | 5 | -1 | 9 | -2 | 0.9 | 31 | 17 | 25 | 15
COc1ccc(Cc2nnc(NC(=O)Nc3ccccc3OC)s2)cc1 | -2 | -14 | 5 | 0 | 1.0 | 3 | -7 | -4 | -1
O=C(COc1ccc(NC(=O)c2ccccc2[N+](=O)[O-])cc1)c1ccc(F)cc1 | -4 | -2 | -2 | -1 | -0.2 | 2 | 9 | 3 | -6
C=CCC1(CC=C)CCCN1C(=O)c1cc(COc2ccc(C)nc2)on1 | 5 | 2 | -42 | -3 | 8.4 | 14 | 15 | 23 | 28
Cc1cc(Cl)ccc1NC(=O)CSc1nnc(Cc2cccs2)n1Cc1ccco1 | -6 | -2 | 9 | -1 | -1.0 | 4 | 17 | 37 | 29
COc1ccc(/C(N)=N/OC(=O)CSc2ccccc2)cc1OC | 0 | -1 | -97 | 6 | 4.6 | 12 | -1 | 6 | -29
Cc1ccc(NC(=O)c2ccccc2OCC(=O)c2ccc(F)cc2)cc1 | 3 | -6 | 19 | -1 | 2.7 | 7 | 9 | 7 | -2
Cc1ccccc1NC(=S)N(CCc1c(C)[nH]c2ccc(F)cc12)Cc1cccnc1 | -3 | -8 | -2 | -1 | 0.5 | 14 | 10 | -4 | 13
COc1ccc(-n2nc(C(=O)NCC(=O)Nc3cc(OC)c(OC)c(OC)c3)c3ccccc3c2=O)cc1Cl | 4 | 1 | 70* | -2 | 6.5 | 23 | 0 | 9 | 3
Fc1ccccc1Nc1n[nH]c(=S)s1 | -1 | 0 | 17 | -3 | 5.1 | 16 | -3 | 2 | 4
CCN(CC)S(=O)(=O)c1ccc(C(=O)Oc2ccc3c(c2)OCO3)cc1 | -1 | 4 | -6 | 1 | -0.6 | 16 | 5 | 30 | 11
O=C(Oc1ccc(Cl)cc1)c1ccc(N2CCOCC2)c([N+](=O)[O-])c1 | -2 | 2 | 7 | -1 | 2.0 | 26 | 12 | 23 | 26
O=C(OCCOc1ccccc1Cl)c1ccc(-n2cnnn2)cc1 | -1 | -12 | 2 | 5 | 1.8 | 13 | 19 | 24 | 33
Clc1cccc(-c2cc3nc4c(c(NCc5ccco5)n3n2)CCCC4)c1 | 3 | -5 | -66 | 6 | 3.4 | 41 | 33 | 19 | 52*
Cc1ccc(NC(=S)NCCC2=CCCCC2)cc1 | -4 | -7 | -30 | 1 | 1.8 | 37 | -7 | 25 | 14
Cc1cc(C(=O)COC(=O)c2ccc(NC(=O)CC#N)cc2)c(C)n1CCc1ccc(F)cc1 | -2 | 10 | -16 | -1 | 7.0 | 3 | 14 | 7 | 18
Cc1ccc(NC(=O)COc2ccc(C(=O)c3ccccc3)cc2)c(O)c1 | -2 | -3 | 28 | -4 | -0.9 | 10 | -9 | -20 | -5
O=C(NC1CCCCC1)c1cc(C2CC2)nn1-c1ccccc1 | -1 | 0 | 20 | -1 | -1.4 | 15 | 6 | 12 | 35
CC(C)C(=O)Nc1ccccc1C(=O)OCC(=O)c1ccc2c(c1)OCCO2 | -1 | 2 | 22 | 5 | 2.0 | 19 | 20 | 16 | 26
CCCCc1nnc(NC(=O)CSc2nc(N)cc(=O)[nH]2)s1 | -2 | -2 | -18 | -1 | -1.1 | 7 | -5 | 25 | 14
CCOC(=O)C1CCN(C(=O)CCCN2C(=O)c3ccccc3C2=O)CC1 | -4 | 2 | 10 | 1 | 1.4 | 13 | 5 | 13 | 6
CCOC(=O)c1cc(CC)sc1NC(=O)Cc1ccsc1 | 17 | 5 | 2 | -3 | -1.7 | 25 | -7 | -17 | -3
O=C1CSC(c2cccc([N+](=O)[O-])c2)N1c1ccc(O)cc1 (centres undefined) | 0 | 0 | 11 | -1 | -3.7 | 16 | -10 | -5 | 14
CN1CCCC1CCNc1ccc2oc3ccccc3c(=O)c2c1 (centres undefined) | 5 | -4 | 2 | -2 | 1.3 | 13 | 2 | 6 | 12
COc1cc(C#Cc2c(-c3cncn3C)n(C)c3ccc(-c4ccc(OC)c(OC)c4)cc23)cc(OC)c1 | 0 | -7 | 52* | 4 | 5.2 | 8 | 3 | 13 | 18
Cc1ccc(SCCC(=O)Nc2cccc(N(C)S(C)(=O)=O)c2)cc1 | -1 | 1 | 26 | -2 | -0.4 | 0 | -11 | 22 | 12
O=C(Nc1nc2ccccc2[nH]1)C1CC(=O)N(c2ccc3c(c2)OCCO3)C1 (centres undefined) | 3 | -1 | -8 | -4 | -5.8 | 21 | -1 | -10 | -1
CCN1C(=O)c2cccc3c(NC(=O)c4ccc(OC)c(OC)c4)ccc1c23 | -1 | -2 | 54* | 4 | -0.5 | 10 | -1 | 17 | 10
O=C(NCCCN1CCCC1=O)c1ccc(Cl)c(Cl)c1 | -2 | 0 | -26 | 0 | 3.0 | 0 | 14 | 12 | 1
CC1Cc2ccccc2N1C(=O)CCS(=O)(=O)c1cccs1 (centres undefined) | 0 | -3 | 0 | 6 | 2.4 | 6 | 17 | 8 | 24
COc1ccc2nc(NC(=O)CCc3ccc(OC)c(OC)c3)sc2c1 | -4 | 0 | 22 | -3 | 2.4 | 24 | -3 | -30 | -9
COc1cc(C(=O)Nc2sc(C(=O)N3CCOCC3)c(C)c2C#N)cc(OC)c1OC | -3 | 0 | 13 | -3 | -0.6 | 11 | -1 | 4 | 2
O=CC(=O)c1ccccc1 | -3 | 0 | 7 | -3 | 2.3 | -16 | 2 | -19 | -22
O=C(O)/C=C/c1ccc(O)c(O)c1 | -1 | 2 | -22 | -8 | 1.0 | 18 | 1 | -5 | -9

Four entries from above in a different format:
Structure,APJ ag,NR3A LBD binder,Mdm2-MdmX inh,UPR XBP1 act,CHOP UPR activ,NALP3 yeast inh,TIM10 inh,tim10-1 inh,tim23-1 inh
COc1ccc2nc(NC(=O)CCc3ccc(OC)c(OC)c3)sc2c1,-4,0,22,-3,2.4,24,-3,-30,-9
COc1cc(C(=O)Nc2sc(C(=O)N3CCOCC3)c(C)c2C#N)cc(OC)c1OC,-3,0,13,-3,-0.6,11,-1,4,2
O=CC(=O)c1ccccc1,-3,0,7,-3,2.3,-16,2,-19,-22
O=C(O)/C=C/c1ccc(O)c(O)c1,-1,2,-22,-8,1.0,18,1,-5,-9

Going on with the list.
SMILES | APJ ag | NR3A LBD binder | Mdm2-MdmX inh | UPR XBP1 act | CHOP UPR activ | NALP3 yeast inh | TIM10 inh | tim10-1 inh | tim23-1 inh
CCC(C)(C)NC(=O)C(c1ccc(C)o1)N(Cc1cccs1)C(=O)Cn1nnc2ccccc21 (centres undefined) | -3 | 0 | 8 | -5 | 0.3 | 0 | -3 | 8 | 6
CC1CCN(c2ccccc2NC(=O)c2cc3ccccc3o2)CC1 | -6 | 4 | 2 | 1 | 0.6 | 10 | 12 | 7 | 37
CCCCC(O)(CCCC)C(=O)NN(C(=O)OC)c1ccc(C)cc1 | -1 | 1 | 8 | -1 | -1.0 | 16 | 20 | 19 | 27
CCOC(=O)c1ccccc1NC(=O)CN(c1ccccc1)S(=O)(=O)N(C)C | -5 | 0 | 4 | -1 | 0.4 | 17 | 22 | 21 | 17
COc1ccc(C(=O)Nc2ccc3oc(-c4cccnc4)nc3c2)cc1OC | 2 | -25 | 5 | 7 | -2.7 | 22 | 6 | -16 | 4
Nc1ccccc1Sc1ccccc1[N+](=O)[O-] | 0 | -1 | 3 | 1 | -0.2 | 2 | -10 | -17 | 2
CCOC(=O)N1CCN(c2ccc(S(=O)(=O)N3CCOCC3)cn2)CC1 | -3 | -1 | 6 | -2 | 1.1 | 2 | -7 | -9 | -4
Cc1cc(NCCCn2ccnc2)n2nc(C)c(-c3ccccc3)c2n1 | -3 | -1 | -26 | 1 | 2.9 | 2 | 9 | 11 | 5
CCOC(=O)c1cc2c(C)[nH]c(C)c2cc(C(=O)OCC)c1=O | -2 | 1 | 18 | 1 | -0.5 | 21 | 3 | 8 | 13
